Screens (PubChem BioAssay)
CIT2-GFP yeast: modulators of CIT2-GFP expression in yeast, primary screen, S. cerevisiae, GFP fusion, multiplex flow cytometry, MLPCN library; S. cerevisiae CIT2-GFP strain, 3 h; 100 means same as DMSO wells; GFP response vs DMSO, % at 10 µM; hit rate 0.065% among 320,000; AID 2029, 2009;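 active means GFP response relative to DMSO above a set limit, near the screen mean plus 3 SD, cut at about 150% in these data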;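 further: ratio of well median GFP fluorescence to mean of DMSO wells on the plate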
AGP1 TOR yeast: modulators of AGP1-GFP expression in yeast TOR pathway, primary screen, cell-based, multiplex flow cytometry, S. cerevisiae, MLPCN library; 3 h; GFP as percent of DMSO wells; GFP response vs DMSO, % at 10 µM; hit rate 0.02% among 320,000; AID 2066, 2009;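 active means GFP response relative to DMSO above a set limit, near screen average plus 3 SD, cut at about 150% in these data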;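 further: median GFP channel fluorescence of the gated AGP1 strain per well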
RPL19A-GFP yeast: RPL19A-GFP expression modulators in yeast, primary screen, cell-based, S. cerevisiae, multiplex flow cytometry, MLPCN. AID 2025, 2009. percent response vs DMSO, % at 10 µM. hit rate 0.3% among 330,000. S. cerevisiae RPL19A-GFP strain, 3 h; hits give low values;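 active means percent response vs DMSO below 50%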;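 further: median channel GFP fluorescence of the barcoded RPL19A-GFP strain; ratio of sample median GFP to plate DMSO average so 100% = DMSO; lower means less RPL19A-GFP as with rapamycin TOR inhibition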
CR mimetic SO: reduction of superoxide in aged yeast, primary screen, HTS. S. cerevisiae aged cells, superoxide DHE fluorescence; hits give low values. superoxide response (% of plate mean), % at 10 µM. hit rate 0.18% among 330,000;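 active means superoxide response under a set limit, about three screen SD below normal, cut at about 65% in these data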;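 further: yeast aged for seven days with compound at 30 °C before DHE staining; 100% = average MFI of all compound-treated wells on the plate with controls excluded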
LAP4 TOR yeast: modulators of LAP4-GFP expression in yeast, primary screen, S. cerevisiae, multiplex flow cytometry, MLPCN library. 3 h; median GFP as percent of DMSO wells. GFP response vs DMSO, % at 10 µM. hit rate 0.34% among 320,000. AID 2023, 2009;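 active means GFP response vs DMSO above a set limit, about the screen mean plus 3 SD, cut at about 150% in these data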
MEP2 TOR yeast: modulators of MEP2-GFP levels in yeast, primary screen, S. cerevisiae, multiplex flow cytometry, MLPCN library | S. cerevisiae MEP2-GFP strain, 3 h; 100% = DMSO control level | GFP response vs DMSO, % at 10 µM | hit rate 0.51% among 330,000;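 active means GFP response versus DMSO above a set limit, roughly screen mean plus 3 SD, cut at about 180% in these data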;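 further: median GFP fluorescence of the barcode-gated MEP2-GFP cells per well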
AHR activator: AHR activators, primary screen, cell-based, luminescence, luciferase reporter, human; AHR-responsive luciferase reporter cells; activation, % at 5 µM; hit rate 2.5% among 320,000; AID 2796, 2010; Aryl hydrocarbon receptor (Homo sapiens), P35869; in the data active means activation above about 47%;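 further: 0% = vehicle wells and 100% = reference agonist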
Target sequence (P35869 whole entry, looked up): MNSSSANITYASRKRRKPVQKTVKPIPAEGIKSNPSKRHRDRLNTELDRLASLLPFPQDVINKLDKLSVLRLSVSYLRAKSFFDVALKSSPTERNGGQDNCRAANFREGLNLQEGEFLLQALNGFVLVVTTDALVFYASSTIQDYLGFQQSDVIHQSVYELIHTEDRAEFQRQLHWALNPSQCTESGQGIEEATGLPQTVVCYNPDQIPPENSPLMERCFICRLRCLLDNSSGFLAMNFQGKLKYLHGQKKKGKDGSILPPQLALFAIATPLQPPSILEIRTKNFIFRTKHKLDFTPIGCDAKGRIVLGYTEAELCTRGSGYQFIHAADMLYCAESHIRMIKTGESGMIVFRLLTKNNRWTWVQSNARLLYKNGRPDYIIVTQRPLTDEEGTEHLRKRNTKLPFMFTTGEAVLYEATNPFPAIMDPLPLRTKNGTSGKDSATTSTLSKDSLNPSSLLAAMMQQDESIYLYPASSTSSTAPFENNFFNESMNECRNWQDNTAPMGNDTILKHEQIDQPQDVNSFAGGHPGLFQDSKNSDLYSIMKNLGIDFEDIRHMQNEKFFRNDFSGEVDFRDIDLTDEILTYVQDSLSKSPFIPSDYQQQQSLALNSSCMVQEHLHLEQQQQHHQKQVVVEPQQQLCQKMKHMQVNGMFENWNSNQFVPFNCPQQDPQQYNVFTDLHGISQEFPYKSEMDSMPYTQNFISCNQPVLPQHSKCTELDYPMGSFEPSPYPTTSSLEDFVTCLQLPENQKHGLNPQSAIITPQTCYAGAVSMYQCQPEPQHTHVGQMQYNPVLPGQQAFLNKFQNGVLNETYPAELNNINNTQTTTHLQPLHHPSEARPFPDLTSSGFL
Efflux pump inh: inhibitors of Candida efflux pumps in yeast, primary screen, S. cerevisiae, Nile Red, multiplex. S. cerevisiae Candida pump triplex. inhibition, % at 10 µM. hit rate 0.44% among 330,000;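 active means plate passing quality check with inhibition over a set limit, or well fluorescence over plate mean plus 4 SD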;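 further: Nile Red retained in pooled yeast measured as flow cytometry median fluorescence; 0% = buffer negative control and 100% = Enniatin B positive control; higher means more Nile Red kept so more efflux inhibition; some compounds called inactive have numbers as strong as hits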
Active calls of the source: *; . = no result given.

SMILES	CIT2-GFP yeast	AGP1 TOR yeast	RPL19A-GFP yeast	CR mimetic SO	LAP4 TOR yeast	MEP2 TOR yeast	AHR activator	Efflux pump inh
Cc1nn(CCC#N)c(N)c1C1(O)C(=O)Nc2c(Cl)cc(Cl)cc21 (stereo not drawn)	96	93	96	104	90	100	7	-0.1
COc1ccc(C2CC(c3ccc(F)cc3)n3nc(NC(=O)c4ccco4)nc3N2)cc1 (stereo not drawn)	95	102	95	89	98	100	2	0.0
O=C(/C=C/c1ccccc1[N+](=O)[O-])N1CCN(c2ccc(F)cc2)CC1	104	93	102	80	101	113	-1	-0.2
COc1ccc(C(=O)C(OC(=O)c2ccccc2)c2ccccc2)cc1 (stereo not drawn)	99	99	95	98	102	92	0	-0.1
CCOc1ccc(NC(=O)COC(=O)Cc2ccc(S(=O)(=O)N3CCOCC3)s2)cc1	92	106	96	114	104	100	-1	0.2
Cc1ccc(S(=O)(=O)C2(C(=O)NCCc3ccccc3)CC2)cc1	90	105	99	77	114	95	1	-0.2
CC(OC(=O)COc1cccc2c1OC(C)(C)C2)C(=O)Nc1ccc(S(N)(=O)=O)cc1 (stereo not drawn)	95	112	99	101	110	93	-3	0.0
N#C/C(=C(/O)COC(=O)CCc1ccc(S(=O)(=O)N2CCOCC2)cc1)c1nc2ccccc2[nH]1	92	94	97	94	101	101	16	-0.1
C/C(=C\C(=O)c1ccc(Cl)s1)N(C)C	103	104	94	95	99	97	0	0.0
CC1CCN(C(=O)C2COc3ccccc3O2)CC1 (stereo not drawn)	82	97	92	94	93	95	2	0.1

Reprinted from the results shown (4 entries):
SMILES	CIT2-GFP yeast	AGP1 TOR yeast	RPL19A-GFP yeast	CR mimetic SO	LAP4 TOR yeast	MEP2 TOR yeast	AHR activator	Efflux pump inh
Cc1nn(CCC#N)c(N)c1C1(O)C(=O)Nc2c(Cl)cc(Cl)cc21 (stereo not drawn)	96	93	96	104	90	100	7	-0.1
COc1ccc(C2CC(c3ccc(F)cc3)n3nc(NC(=O)c4ccco4)nc3N2)cc1 (stereo not drawn)	95	102	95	89	98	100	2	0.0
O=C(/C=C/c1ccccc1[N+](=O)[O-])N1CCN(c2ccc(F)cc2)CC1	104	93	102	80	101	113	-1	-0.2
COc1ccc(C(=O)C(OC(=O)c2ccccc2)c2ccccc2)cc1 (stereo not drawn)	99	99	95	98	102	92	0	-0.1

Other entries
SMILES	CIT2-GFP yeast	AGP1 TOR yeast	RPL19A-GFP yeast	CR mimetic SO	LAP4 TOR yeast	MEP2 TOR yeast	AHR activator	Efflux pump inh
COc1cccc(C(=O)Nc2cccc3c2ccc2cccn23)c1	98	102	99	97	98	100	44	-0.1
CC1CCc2[nH]nc(C(=O)O)c2C1 (stereo not drawn)	103	104	105	99	108	108	0	-0.3
CCn1cnnc1SCC(=O)Nc1ccccc1C(=O)NC1CC1	116	104	100	96	90	109	2	-0.1
CCOc1ccc(CCNC(=O)c2ccc3nc(CC)c(CC)nc3c2)cc1	105	106	105	105	98	106	2	0.0
Cc1[nH][nH]c(=O)c1C=NCc1cccnc1	99	96	105	91	94	109	1	0.1
CN(C)c1cccc(C(=O)NNC(=O)NC2CCCCC2)c1	109	115	110	101	108	114	-2	0.0
CCCCC(CC)CNC(=O)c1ncn[nH]1 (stereo not drawn)	105	93	102	90	92	115	-2	-0.1
Cc1ccccc1-n1c(SCC(=O)NC(N)=O)nc2sc(-c3ccccc3)cc2c1=O	103	100	100	117	92	99	-2	-0.3
CC(C)(C)OC(=O)NN=C(c1ccc(O)cc1)c1ccc(O)cc1	95	94	110	106	87	121	32	0.0
O=C(Cc1ccccc1)NCCN1CCCC1	105	103	99	102	102	98	0	-0.1
COc1ccc(OC)c(S(=O)(=O)N2C(C)CCCC2C)c1 (stereo not drawn)	83	97	101	106	97	96	2	0.2
COc1cccc(NC(=O)CN(C)S(=O)(=O)c2ccc(C)cc2)c1	105	102	103	104	96	105	7	0.0
Cc1oc2c(c1C(=O)Nc1cccc(C(=O)O)c1)CCCC2	103	100	103	107	116	100	2	0.0
Cc1ccc(/C=N/NC(=O)CN2C(=O)CSc3ccccc32)o1	97	101	104	107	105	100	4	0.0
O=C(Nc1ccc2c(c1)CCC2)c1cccc(S(=O)(=O)Nc2ccccc2Cl)c1	108	112	110	116	103	110	23	0.0
CCOC(=O)N1CCC(NC(=O)c2cc3ccccn3n2)CC1	106	98	97	78	100	100	3	-0.1
CC(=O)c1cccc(NC(=O)Cn2c(=O)oc3cc(S(=O)(=O)N4CCCC4)ccc32)c1	89	102	101	94	90	101	0	0.0
CCc1cccc2c(C(=O)COC(=O)C3=NNC(=O)CC3)c[nH]c12	102	105	105	102	101	101	1	-0.1
COc1ccc(/C=N\Nc2ncc(F)c(N3CCOCC3)n2)cc1OC	99	107	105	107	110	107	59*	0.0
Cc1ccccc1NC(=O)Cc1nc(COC(=O)c2ccc(Cl)nc2)cs1	105	111	98	90	111	107	-1	0.1
O=C1CN(C(=O)COC(=O)/C=C/c2ccc(S(=O)(=O)N3CCOCC3)cc2)c2ccccc2N1	100	100	97	100	108	95	0	-0.1
COc1ccccc1NS(=O)(=O)c1ccc(C)c(NC(=O)c2c(C)noc2C)c1	91	99	97	95	101	102	0	-0.2
Cc1ccc(Nc2nc(CSc3nnnn3-c3ccccc3)cs2)cc1	100	101	102	89	140	106	30	-0.1
Cc1onc(-c2ccccc2Cl)c1C(=O)NNC(=O)c1ccc(F)cc1	112	108	104	98	102	106	3	0.0
CCOC(=O)c1ccc(NC2c3ccccc3C(=O)N2c2ccccn2)cc1 (stereo not drawn)	106	112	111	89	114	100	3	0.0
Cc1ccc(S(=O)(=O)NC2CC(C)(C)NC(C)(C)C2)cc1	98	97	100	94	89	94	-2	-0.1
O=C(O)CN1C(=O)S/C(=C\c2cccnc2)C1=O	100	104	100	104	109	106	3	-0.1
CN(CC(=O)Nc1ccccc1Cl)C(=O)COC(=O)c1ccc(Cl)nc1	100	110	102	87	105	102	2	0.1
CCn1c(=O)c2c(O)cc(=O)oc2c2ccccc21	73	96	95	48*	106	93	1	-0.1
Cc1ccc(Nc2cc(=O)[nH]c(=O)[nH]2)cc1C	107	97	108	90	109	105	1	-0.1
Cc1cccc(CNc2ccc(C(CC(N)=O)NC(=O)c3cccc(Br)c3)cc2[N+](=O)[O-])c1 (stereo not drawn)	84	90	96	101	119	94	1	-0.1
CCC1Sc2ccccc2N(CC(=O)NC2CC2)C1=O (stereo not drawn)	99	100	100	80	96	103	3	0.0
COc1ccc(N2CCN(C(=O)c3ccc(Br)o3)CC2)cc1	92	79	100	114	88	90	-2	-0.3
OC(c1cc(-c2ccc(C(F)(F)F)cc2)nc(C(F)(F)F)c1)C1CCCCN1 (stereo not drawn)	102	99	110	100	92	96	-3	-5.8
CCOC(=O)c1ccc(NC(=O)c2cccc(S(=O)(=O)N3CCOCC3)c2)cc1	82	90	93	97	88	92	0	0.3
O=C(COc1ccc(Cl)cc1)N/N=C/c1cccc2cccnc12	96	92	91	100	95	95	9	0.1
COc1ccc(-c2cc(C(=O)N3CCN(c4ccccc4)CC3)c3ccccc3n2)cc1OC	89	97	101	100	99	103	77*	0.2
Cc1ccc[n+](CC(=O)N2CCCc3ccccc32)c1	96	93	93	94	88	90	0	0.1
Cc1cc(C)c2c(CN3CC(C)OC(C)C3)cc(=O)oc2c1C (stereo not drawn)	101	102	102	102	98	101	-2	-0.1
COCC1CCCN(Cc2nc(C(c3ccccc3)c3ccccc3)no2)C1 (stereo not drawn)	97	100	102	99	92	101	1	0.0
COc1ccc(C(=O)NCCc2nc3cc([N+](=O)[O-])ccc3n2C)cc1	94	90	84	92	105	107	38	-0.1
Cc1[nH]c2c(ccc3cccnc32)c1C	102	89	74	109	110	131	3	0.1
O=C(c1cc(-c2ccco2)on1)N1CCCc2ccccc21	116	112	109	94	107	112	1	0.0
O=C(NCc1ccc2c(c1)OCO2)c1cccc(F)c1	104	107	95	99	98	101	12	-0.1
COC(=O)/C(C#N)=C1/SC=C(C)N1c1ccccc1	100	106	99	97	105	104	10	0.1
CCc1cc2c(=O)c(-c3ccc4c(c3)OCCO4)coc2c(CN2CCCCC2C)c1O (stereo not drawn)	95	101	91	91	99	97	2	-0.1
O=C(c1ccc(S(=O)(=O)N2CCC(c3nc4ccccc4[nH]3)CC2)cc1)N1CCOCC1	99	100	96	113	99	102	-1	0.2
Cc1ccc(C)c(S(=O)(=O)Nc2ccc(O)cc2)c1	96	103	102	92	98	101	1	0.0
Cc1nc2sc(C(=O)O)c(N)c2c2c1COC(C)(C)C2	92	100	101	99	105	104	6	-0.1
COCCSc1nnc(NC(=O)Cc2ccccc2OC)s1	103	105	105	108	105	103	5	0.0

Remaining list, next part
SMILES	CIT2-GFP yeast	AGP1 TOR yeast	RPL19A-GFP yeast	CR mimetic SO	LAP4 TOR yeast	MEP2 TOR yeast	AHR activator	Efflux pump inh
CSc1cccc(NC(=S)NC(=O)CCc2ccccc2)c1	87	90	98	95	112	96	54*	-0.1
Cc1ccc(S(=O)(=O)N(CC(=O)NCCSc2ccccn2)c2ccc(C)c(C)c2)cc1	90	91	105	77	100	104	10	0.2
CC(C)(C)OC(=O)c1c(N)n(CCCN2CCCC2=O)c2nc3ccccc3nc12	87	93	90	100	99	107	20	0.0
COc1cc(NC(=O)c2cc(-c3ccc(C)cc3)on2)cc(OC)c1OC	98	100	104	109	96	108	4	0.6
O=C(O)c1cccc(CSc2nc(-c3ccccc3)cc(C(F)(F)F)n2)c1	81	98	110	90	114	126	5	-0.3
CCOc1ccccc1NC(=O)Nc1ccc2c(c1)OCO2	92	96	121	94	86	109	103*	0.3
CCn1cc(C(=O)NN)c(=O)c2cc(F)c(N3CCN(C)CC3)cc21	92	92	100	101	106	109	3	0.0
Cn1cccc1/C=C1/SC(=S)N(CC(=O)O)C1=O	107	106	103	111	95	106	32	0.1
CCN(Cc1ccccc1)C(c1cc2cc(C)cc(C)c2[nH]c1=O)c1nnnn1CCOC (stereo not drawn)	104	101	99	106	97	103	2	-0.1
COc1ccc(-c2nnc(SCC(=O)Nc3nncs3)o2)cc1	100	102	96	103	100	98	-3	0.0
O=C(Nc1ccn(Cc2ccccc2F)n1)c1ccc(COc2ccccc2Cl)cc1	102	99	97	125	98	99	-13	0.1
Nc1nnc(SCc2ccc(F)cc2)s1	98	96	.	102	95	95	-2	0.3
C=CCN1C(=O)CSc2ccc(C(=O)NCc3cccs3)cc21	103	94	92	95	93	98	4	-0.4
O=C(Nc1ccccc1N1CCOCC1)c1ccc([N+](=O)[O-])cc1	103	105	100	98	94	100	0	0.0
CCCNC(=O)c1ccccc1NC(=O)c1ccccc1SC	90	97	94	91	104	92	24	0.1
CCOCCc1nnc(NC(=O)COC)s1	103	96	99	79	97	99	2	0.0
CCn1cc(/C=C(\NC(=O)c2ccccc2OC)C(=O)NCCCn2ccnc2)c2ccccc21	109	109	104	136	102	117	10	-0.2
Cc1ccc(NC(=O)CN2C(=O)N/C(=C/c3ccc(N4CCOCC4)cc3)C2=O)cc1	94	95	102	112	101	110	58*	0.0
CCCCCC(=O)Cc1cc(O)cc2c1C(=O)Oc1cc(O)c(C(=O)O)c(CCCCC)c1O2	91	95	97	87	105	92	2	0.2
COc1ccc(NC(=O)CSc2nnnn2C2CC3C=CC2C3)cc1 (stereo not drawn)	100	95	97	101	94	97	3	0.0
O=C(CSc1ncnc2c1nnn2-c1ccc(F)cc1)NCC1CCCO1 (stereo not drawn)	103	100	98	103	99	98	-4	-0.4
CS(=O)(=O)N1CCN(c2ccc(NC(=O)CSc3nnc(-c4ccco4)o3)cc2)CC1	92	90	96	101	96	100	0	0.2
